Screening data as filed in PubChem.
KCC2 mod = KCC2 cotransporter modulators, thallium flux, primary screen, cell-based, HEK293 KCC2, FluoZin-2 fluorescence, MLSMR | Solute carrier family 12 member 5 (Homo sapiens), Q9H2X9 | KCC2 cells, thallium flux FluoZin-2 fluorescence | B-score of Tl+ flux slope (higher = more flux/activation; lower = inhibition) at 10 µM | 190,000 tested, 2.2% active | AID 1456, 2008;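 active means thallium flux slope and its plate-corrected score both differing from the plate sample mean at a set confidence after two filtering rounds, in either direction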;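 further: slope of fluorescence scaled to starting intensity during 10 to 20 s after thallium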
Furin inh = human furin inhibitors, primary screen, biochemical, fluorescence intensity; P09958; 220,000 tested, 0.061% active; inhibition, % at 30 µM; purified furin, fluorogenic substrate cleavage; in the data active means inhibition above about 25%; further: inactives centre near -15
Target sequence (P09958 108-714 limits assumed): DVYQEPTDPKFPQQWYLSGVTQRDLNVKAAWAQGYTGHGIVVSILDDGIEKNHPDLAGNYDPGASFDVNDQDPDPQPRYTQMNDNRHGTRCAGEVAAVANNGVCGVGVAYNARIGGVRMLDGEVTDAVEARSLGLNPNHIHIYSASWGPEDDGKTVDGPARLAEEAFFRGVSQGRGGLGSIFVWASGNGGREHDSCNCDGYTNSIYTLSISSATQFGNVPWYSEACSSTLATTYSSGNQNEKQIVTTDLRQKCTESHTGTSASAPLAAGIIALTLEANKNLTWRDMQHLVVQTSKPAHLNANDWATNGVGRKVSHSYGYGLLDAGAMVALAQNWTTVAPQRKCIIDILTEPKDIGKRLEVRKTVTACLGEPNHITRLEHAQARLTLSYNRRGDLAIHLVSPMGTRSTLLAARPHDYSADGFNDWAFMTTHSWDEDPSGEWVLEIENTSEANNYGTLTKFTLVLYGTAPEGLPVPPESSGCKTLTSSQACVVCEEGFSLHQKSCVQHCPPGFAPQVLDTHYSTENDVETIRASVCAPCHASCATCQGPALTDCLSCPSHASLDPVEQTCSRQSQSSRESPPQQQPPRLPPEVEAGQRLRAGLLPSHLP
FXIa inh = human FXIa protease inhibitors, primary screen, biochemical, 1536-well; inhibition, % at 5 µM; 220,000 tested, 0.14% active; Coagulation factor XI (Homo sapiens), P03951; purified FXIa, Boc-Glu-Ala-Arg-AMC fluorogenic substrate;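 active means inhibition of at least 40%; inactive means inhibition below 40%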;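 further: fluorescence of freed AMC excited at 355 nm; 0% = enzyme without compound and 100% = no enzyme blank; many of its hits are not listed in these tables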
FXIIa inh = human FXIIa protease inhibitors, primary screen, biochemical, 1536-well; Coagulation factor XII (Homo sapiens), P00748; purified FXIIa, Boc-QGR-AMC fluorogenic substrate, 2 h; inhibition, % at 5 µM; 220,000 tested, 0.3% active; AID 800, 2007; in the data active means inhibition above about 40%;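 further: 0% = enzyme with no compound and 100% = blank without enzyme; many of its hits are not listed in these tables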
Thrombin inh = human alpha-thrombin inhibitors, primary screen, counter-screen for coagulation protease inhibitor project, biochemical, 1536-well, fluorogenic AMC substrate; inhibition, % at 5 µM; Boc-VPR-AMC fluorogenic substrate cleavage; 220,000 tested, 0.26% active; Prothrombin (Homo sapiens), P00734;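 active means inhibition at or above 40%; inactive means inhibition below 40%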;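 further: 0% = enzyme with no compound and 100% = wells without enzyme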
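System – human alpha-thrombin · Medium – pH 7.5 Tris (50 mM) with NaCl 150 mM, Tween 20 0.05% · Compound – single-point dosing at 5 µM, 0.2% DMSO · Incubation – enzyme reaction carried out at room temperature · Technique – fluorescence of released AMC, ex 355 nm, em 460 nm · Read-out basis – % inhibition of thrombin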
Wee1 stabilizer = Wee1 degradation inhibitors, primary screen, cell-based, HeLa, Wee1K328M-luciferase, luminescence; Wee1-like protein kinase (Homo sapiens), P30291; HeLa Luc-Wee1K328M stability; 100% = proteasome inhibitor MG132 effect; reporter increase, % at 5 µM; 220,000 tested, 1.2% active;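 active means activation above the mean of all tested compounds plus 3 SD, set per screening run, cut at about 8.8% in these data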;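 further: cells exposed to compound for 20 h before luminescence read; 0% = DMSO alone and 100% = MG132 at 30 µM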
PERK inh = block of dimerizer-induced PERK translation repression, primary screen, PERK inhibitor project, CHO PERK-DD cells, SEAP luminescence, HTS; 220,000 tested, 0.17% active; inhibition, % at 5.6 µM; CHO PERK-DD fusion, SEAP luminescence translation reporter; Eukaryotic translation initiation factor 2-alpha kinase 3 (Homo sapiens), Q9NZJ5;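 active means inhibition above the mean inhibition of all tested compounds plus 3 SD, set separately per screening campaign, cut at about 2.9% in these data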;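 further: PERK kinase domain activated by AP20187 dimerizer at 100 nM; 0% = DMSO with dimerizer and 100% = rapamycin at 8.4 µM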
KLK5 inh = human KLK5 protease inhibitors, primary screen, biochemical, 1536-well; Kallikrein-5 (Homo sapiens), Q9Y337; recombinant hK5, fluorogenic AMC substrate cleavage; inhibition, % at 5 µM; 210,000 tested, 0.59% active; AID 873, 2007;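 active means inhibition of 40% or more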;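 further: 0% = enzyme controls without compound and 100% = no-enzyme blanks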
Target sequence (Q9Y337 67-293 limits assumed): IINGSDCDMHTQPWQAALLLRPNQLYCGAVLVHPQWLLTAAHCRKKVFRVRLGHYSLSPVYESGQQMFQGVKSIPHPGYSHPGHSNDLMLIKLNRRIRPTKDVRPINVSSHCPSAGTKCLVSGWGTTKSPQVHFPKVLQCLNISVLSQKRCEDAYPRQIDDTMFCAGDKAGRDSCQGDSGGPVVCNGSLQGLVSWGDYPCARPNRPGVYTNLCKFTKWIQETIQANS
p97 ATPase inh = inhibitors of human p97 ATPase, primary screen, biochemical. inhibition, % at 8 µM. recombinant p97 ATPase, Kinase-Glo ATP luminescence, 3 h. AID 1481, 2009. 220,000 tested, 0.42% active. Transitional endoplasmic reticulum ATPase (Homo sapiens), P55072; in the data active means inhibition above about 15%;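 further: 0% = DMSO vehicle and 100% = wells lacking enzyme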
Numbers without * were called inactive; . = no result given; [ ] = remark or other dose.

SMILES	KCC2 mod	Furin inh	FXIa inh	FXIIa inh	Thrombin inh	Wee1 stabilizer	PERK inh	KLK5 inh	p97 ATPase inh
CCC(C)(C)NC(=O)C(c1ccccc1F)N(C(=O)c1ccn[nH]1)c1ccccc1 (centres undefined)	-0.017	-12[20 µM]	10	18	4	-1	0.1	0	-3
Cc1nc(OCC(C)C)c2sc3nc4c(cc3c2n1)COC(C)(C)C4	-0.52	-17	4	8	-1	3	-1.1	1	1
CCCCOc1ccc(C(=O)N/C(=C/C=C/c2ccccc2)C(=O)O)cc1	-0.34	-27	-1	1	.	-3	-0.3	-3	-2
O=C(Nc1ccccc1)N1CCN(c2ccc(F)cc2)CC1	0.11	16[20 µM]	8	19	3	-1	-1.2	-7	-6
COc1cc(CN(C)C(C)C(=O)Nc2ccc([N+](=O)[O-])cc2Cl)ccc1OC(F)F (centres undefined)	-1.1	-9	4	5	-4	-1	0.5	-1	3
COc1ccccc1-c1c(C)nn2c(N3CCC(C)CC3)cc(C)nc12	-1.2	-12	2	10	-1	5	0.4	2	-1
COc1ccccc1NC(=O)CC(=O)CSc1nnc(-c2ccc(C)cc2)n1-c1ccccc1	-1.6	-7	4	1	-4	-1	1.1	-21	7
O=C(CC(Nc1cccc(Cl)c1Cl)C(=O)OCC(=O)c1cccs1)c1ccccc1 (centres undefined)	0.57	-12	14	2	4	2	0.0	-4	-1
O=[N+]([O-])c1ccccc1/C=C/C=N/n1c(-c2cc(-c3ccccc3)n[nH]2)n[nH]c1=S	0.24	-33	14	9	5	2	1.9	8	2
CN(/N=C/c1ccc(Cl)cc1)c1ncc(Cl)cc1C(F)(F)F	-0.064	-6	-6	7	3	-2	0.7	-9	9
CN1CCN(C(=S)c2ccc(Cl)cc2)CC1	.	-12[20 µM]	2	18	0	0	-0.1	-8	1
CC(=O)Nc1ccc(C2(O)COc3ccccc3O2)cc1 (centres undefined)	0.49	-19	-16	2	-5	6	1.2	-10	4
O=C(CCN1CCC(c2cccs2)=N1)c1cccs1	.	-3	3	5	-5	0	0.2	0	5
COc1ccc(COc2ccccc2C(=O)Nc2ccccn2)cc1[N+](=O)[O-]	-0.082	-10	2	6	-10	4	-0.2	-19	-1
COc1ccccc1/C=C/C=N/N1CCN(c2ccccn2)CC1	-1.3	11	-5	4	-9	1	-1.4	-15	-3
CC1=C(C(=O)Nc2ccccc2F)C(c2ccsc2)C2=C(CC(c3ccccc3)CC2=O)N1 (centres undefined)	-4.2	-19	5	8	-1	2	-1.4	-72	3
O=C(c1ccc2c3c(cccc13)CC2)N1CCOCC1	-4.1	-23	2	8	-2	0	0.4	-10	3
Cc1cc(OCCn2cnc3ccccc3c2=O)cc(C(C)C)c1	-1.7	-20	6	18	4	-1	0.0	0	1
CCCc1nnc(NC(=O)CCC(=O)NC2CCCc3ccccc32)s1 (centres undefined)	-0.27	-13	4	0	-9	4	0.0	-2	4
CC1(C)CC(=O)c2sc(NC(=O)C3CC3)nc2C1	.	-13	-4	8	-8	-2	1.2	-8	2
Cc1ccc2nc(NC(=O)C3CCN(S(=O)(=O)c4cccc5nsnc45)CC3)sc2c1	0.14	-14	16	10	21	-4	-0.7	32	-1
CC(=O)NC(Cc1ccc(C)cc1)C(=O)NC1CCN(c2ncccc2[N+](=O)[O-])CC1 (centres undefined)	0.14	-11	-1	6	-4	5	-0.5	-23	1
CC(=O)n1cc(N(C(=O)CCl)c2ccc(Cl)cc2)c2ccccc21	-0.44	-21	1	7	-7	-2	0.7	2	14
CCOC(=O)N1N=C(C)CC1(O)c1ccccc1 (centres undefined)	2.4	-20	10	1	-2	-1	0.3	-10	-5
Cc1ccc(NC(=O)c2onc(C)c2Cl)cc1	.	-15	5	11	-2	-1	-1.1	0	-6

An excerpt from above in order of molecular weight, rising:
SMILES	KCC2 mod	Furin inh	FXIa inh	FXIIa inh	Thrombin inh	Wee1 stabilizer	PERK inh	KLK5 inh	p97 ATPase inh
Cc1ccc(NC(=O)c2onc(C)c2Cl)cc1	.	-15	5	11	-2	-1	-1.1	0	-6
CN1CCN(C(=S)c2ccc(Cl)cc2)CC1	.	-12[20 µM]	2	18	0	0	-0.1	-8	1
O=C(c1ccc2c3c(cccc13)CC2)N1CCOCC1	-4.1	-23	2	8	-2	0	0.4	-10	3
COc1ccccc1/C=C/C=N/N1CCN(c2ccccn2)CC1	-1.3	11	-5	4	-9	1	-1.4	-15	-3
COc1ccccc1-c1c(C)nn2c(N3CCC(C)CC3)cc(C)nc12	-1.2	-12	2	10	-1	5	0.4	2	-1
CC(=O)n1cc(N(C(=O)CCl)c2ccc(Cl)cc2)c2ccccc21	-0.44	-21	1	7	-7	-2	0.7	2	14
CCCc1nnc(NC(=O)CCC(=O)NC2CCCc3ccccc32)s1 (centres undefined)	-0.27	-13	4	0	-9	4	0.0	-2	4
COc1ccc(COc2ccccc2C(=O)Nc2ccccn2)cc1[N+](=O)[O-]	-0.082	-10	2	6	-10	4	-0.2	-19	-1
CC(=O)NC(Cc1ccc(C)cc1)C(=O)NC1CCN(c2ncccc2[N+](=O)[O-])CC1 (centres undefined)	0.14	-11	-1	6	-4	5	-0.5	-23	1
COc1cc(CN(C)C(C)C(=O)Nc2ccc([N+](=O)[O-])cc2Cl)ccc1OC(F)F (centres undefined)	-1.1	-9	4	5	-4	-1	0.5	-1	3
CC1=C(C(=O)Nc2ccccc2F)C(c2ccsc2)C2=C(CC(c3ccccc3)CC2=O)N1 (centres undefined)	-4.2	-19	5	8	-1	2	-1.4	-72	3
O=C(CC(Nc1cccc(Cl)c1Cl)C(=O)OCC(=O)c1cccs1)c1ccccc1 (centres undefined)	0.57	-12	14	2	4	2	0.0	-4	-1
COc1ccccc1NC(=O)CC(=O)CSc1nnc(-c2ccc(C)cc2)n1-c1ccccc1	-1.6	-7	4	1	-4	-1	1.1	-21	7

Continued.
SMILES	KCC2 mod	Furin inh	FXIa inh	FXIIa inh	Thrombin inh	Wee1 stabilizer	PERK inh	KLK5 inh	p97 ATPase inh
CC(OC(=O)c1cc2c(ccc3ccccc32)oc1=O)c1nc2ccccc2s1 (centres undefined)	-1.3	-24	4	6	-8	-1	0.5	-20	4
N/C(=N\OC(=O)COc1ccc2ccccc2c1)c1ccccn1	.	-19	5	10	5	8	1.0	0	3
O=C(Nc1ccccc1C(=O)Nc1nncs1)c1ccccc1	-0.57	-22	-2	-1	-5	-1	0.5	-1	11
Cc1cc(C)nc(SCC(=O)NC2CCCC2)n1	0.27	-20	0	9	-3	-3	0.4	3	-1
Cc1ccc(C)c(N(Cc2ccccc2F)S(C)(=O)=O)c1	0.39	-1[20 µM]	6	6	0	1	-0.3	20	-2
C/C(=N\NC(=O)C1COc2ccccc2O1)c1ccc(C)o1 (centres undefined)	-0.15	-14[20 µM]	-4	12	3	0	-1.6	-17	0
O=C(N[C@@H](Cc1ccccc1)C(=O)NC1CCCCCC1)c1ccco1	0.58	-3[20 µM]	7	2	-2	0	-0.9	-20	-6
Cc1cc(C)nc(NC2=NCCN2C(=O)Nc2ccc(Cl)c(Cl)c2)n1	0.55	-11[20 µM]	.	.	.	-1	0.5	.	-1
CC(=O)Nc1ccc(N/C(N)=N/c2nc(C)cc(C)n2)cc1	0.77	-21	-4	4	-5	-2	0.6	-3	4
Fc1ccc(NC(=S)Nc2cccnc2)cc1	-0.071	-15	1	8	-7	1	0.2	17	-1
Cc1ccc(S(=O)(=O)N2CCN(S(=O)(=O)c3ccccc3)C2)cc1	.	-21[20 µM]	-13	5	1	-3	0.0	-14	4
O=[N+]([O-])c1cccc(S(=O)(=O)Nc2nc3ccccc3nc2Nc2cccc(S(=O)(=O)N3CCCCC3)c2)c1	-4.4	-16	7	11	-4	1	0.7	8	6
Cc1ccccc1NC(=O)COc1ccc2oc(=O)cc(C)c2c1	0.34	-18	-1	3	-6	-1	0.1	0	4
Cc1ccc(O)c(NC2=C(Cl)C(=O)N(Cc3ccccc3)C2=O)c1	-0.44	-5	-1	1	.	1	0.0	-9	5
N#CCCCSc1nnnn1-c1cccc(Cl)c1	-0.62	-17[20 µM]	-2	-3	-2	3	1.4	10	8
O=C(Nc1ccc2c(c1)OCO2)c1cc(-c2cccnc2)nc2ccccc12	0.82	-17	2	10	3	2	-0.4	6	-4
CC12CN3CC(C)(CN(C1)C3c1ccc(Cl)cc1Cl)C2=O (centres undefined)	-0.29	-22	2	13	2	-1	0.4	-11	-3
COc1cc(C(=O)NCc2ccc(F)cc2)cc(Cl)c1OC	-0.36	-31	4	12	-2	-2	-0.3	-11	4
Cc1cn2c(-c3ccc(Cl)cc3)nnc2s1	0.42	-10	-1	7	-4	-2	1.1	-9	12
COc1cc(CCCN2C(=S)NC[C@@H]2CCCCN)cc(OC)c1OC	-0.19	-18	-2	12	-2	0	1.6	1	2
O=C(CNC(=O)c1ccc(N2C(=O)c3ccccc3C2=O)cc1)OCC(=O)c1ccccc1	0.2	-11	8	3	-9	-1	0.7	-19	3
CN(C)C(=O)CCc1nc(-c2ccc(C(C)(C)C)cc2)no1	0.13	-3	-7	11	-4	4	-0.9	-3	-4
Cc1ccc(S(=O)(=O)NNC(=S)Nc2cccc(C)c2C)cc1	0.65	-13	-3	4	-5	0	0.7	-4	8
Cc1oc2c(c1C(=O)N1CCOCC1)C(=O)c1ccccc1C2=O	2.4	-13	-6	0	1	-5	1.7	1	1
O=C(/C=C/c1ccccc1)c1cc(Br)ccc(=O)c1O	16*	-12[20 µM]	-3	11	-1	0	0.7	-13	9

An excerpt of the results above:
SMILES	KCC2 mod	Furin inh	FXIa inh	FXIIa inh	Thrombin inh	Wee1 stabilizer	PERK inh	KLK5 inh	p97 ATPase inh
Cc1oc2c(c1C(=O)N1CCOCC1)C(=O)c1ccccc1C2=O	2.4	-13	-6	0	1	-5	1.7	1	1
O=C(/C=C/c1ccccc1)c1cc(Br)ccc(=O)c1O	16*	-12[20 µM]	-3	11	-1	0	0.7	-13	9

The list continues.
SMILES	KCC2 mod	Furin inh	FXIa inh	FXIIa inh	Thrombin inh	Wee1 stabilizer	PERK inh	KLK5 inh	p97 ATPase inh
COc1ccc(C(=O)NCC(=O)OCc2ccc([N+](=O)[O-])cc2)cc1	-0.62	-17	-5	2	-4	0	1.2	-9	3
COC(=O)c1cc2c(-c3ccccc3)c(C)c3ccccn3c-2c1C(=O)OC	-0.86	-7[20 µM]	-1	0	-4	1	1.0	-9	5
COc1cccc(NC(=S)N(Cc2ccc(Cl)cc2)Cc2ccc(C(=O)O)cc2)c1	-0.045	-25	1	12	-2	1	0.7	.	0
O=C(CCNC(=O)OCc1ccccc1)NC1CCCCCC1	-1.1	-18	7	10	-2	1	0.1	-21	1
CCOC(=O)c1[nH]c2c(c1-c1ccc(OC)cc1)C(=O)CC(c1ccc(OC)c(OC)c1)C2 (centres undefined)	-0.86	-16	1	3	-3	1	-0.6	-11	5
O=C(Nc1ccccc1C(=O)OCC(=O)N1CCc2ccccc2C1)c1ccco1	.	-20	1	6	-4	2	-0.8	0	8
O=C(COc1ncnc2ccccc12)N1CCN(C(=O)c2ccco2)CC1	-0.73	-26	-1	9	2	3	-0.9	13	6
